# Assay outcomes deposited in PubChem BioAssay by several laboratories.
# KRASV12 cytotoxicity: cytotoxicity in KRAS-transformed pancreatic duct cells, primary screen, cell-based, fluorescence, HTS (AID 431) | HPDE-C7K KRASV12 cells, Alamar Blue viability, 48 h; higher % means a stronger effect | cytotoxicity, % at 10 µM; hits with a dose series show EC50 in µM | hit rate 1.7% among 63,000;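 active = compounds whose percent cytotoxicity in the single-dose primary screen, scaled between solvent and toxic-drug controls, exceeds 50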;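 also: 0% = DMSO solvent wells and 100% = doxorubicin-treated wells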
# LYP inhibition: LYP phosphatase inhibitors, primary screen, biochemical, DiFMUP fluorescence, recombinant catalytic domain, 10 µM (AID 606). recombinant LYP catalytic domain, DiFMUP fluorescence; higher % means a stronger effect. 52,000 tested, under 10 active. inhibition, % at 10 µM, or IC50 in µM where a hit was titrated;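 active = IC50 under 40 µM in the dose-response test; inactive = IC50 of 40 µM or more, or never dose-tested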
# MK inhibit: S. pneumoniae MK inhibitors, primary screen, biochemical, PK/LDH-coupled NADH absorbance; purified MK, PK/LDH-coupled NADH absorbance 340 nm; inhibition, % at 10 µM; hit rate 0.48% among 65,000;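 active = ranked among the strongest by inhibition in the single 10 µM screen, a fixed top-ranked set picked for dose follow-up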; also: no value below 0 was filed
# HPDE-C7 cytotoxicity: cytotoxicity in HPDE-C7 cells, cell-based, fluorescence, HTS (AID 430). one-dose cytotoxicity, % at 10 µM; EC50 in µM for titrated hits. HPDE-C7 pancreatic duct cells viability, fluorescence; higher % means a stronger effect. hit rate 1.8% among 63,000;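 also: cells exposed to compound for 48 hours before viability readout; 0% = vehicle and 100% = reference cytotoxic drug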
# PMK inhibit: S. pneumoniae PMK inhibitors, primary screen, biochemical, mevalonate pathway, pilot trial included; purified PMK, PK/LDH-coupled NADH absorbance 340 nm; AID 539, 2006; hit rate 0.49% among 65,000; inhibition, % at 10 µM; phosphomevalonate kinase (Streptococcus pneumoniae D39);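 active = top-ranked compounds by inhibition in the single 10 µM screen, taking a fixed number of the strongest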;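 also: 0% = full reaction with DMSO carrier and 100% = background rate without enzyme reaction; no value below 0 was filed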
# Alkaline phosphatase: human TNAP enzyme inhibitors, biochemical, luminescent (AID 518); Alkaline phosphatase, tissue-nonspecific isozyme (Homo sapiens); purified TNAP enzyme, luminescent substrate readout; higher % means a stronger effect; inhibition, % at 20 µM, or IC50 in µM where a hit was titrated; hit rate 0.09% among 64,000; in the data active = a potency from the dose series; inactive = the rest, 99 in 100 with inhibition below about 22%;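 also: plate controls were vehicle for no effect and reference inhibitor for full effect; many of its hits are not listed in these tables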
# DPM-DC inhibit: S. pneumoniae DPM-DC inhibitors, primary screen, biochemical, PK/LDH-coupled NADH fluorescence | diphosphomevalonate decarboxylase (Streptococcus pneumoniae D39) | purified DPM-DC | calls only at 10 µM | hit rate 0.49% among 65,000;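 active = the 320 compounds with the highest percent inhibition in the single-dose primary screen, excluding strongly autofluorescent ones, cut at about 32% in these data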;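 also: kinetic rate of NADH fluorescence loss reporting ADP formed by the decarboxylase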
# Bfl-1 inhibitors: Bfl-1 inhibitors, primary screen, biochemical, fluorescence polarization, FITC-Bid, mouse (AID 432) | displacement, % at 20 µM; hits with a dose series show IC50 in µM | FITC-Bid BH3 peptide fluorescence polarization displacement; higher % means a stronger effect | Bcl-2-related protein A1 (Mus musculus) | hit rate 0.02% among 64,000; in the data active = a potency from the dose series; inactive = the rest, 99 in 100 with displacement below about 15%; also: strong numbers were not always called active
# HT1080 viability: cytotoxicity in HT1080 fibrosarcoma cells, cell-based, fluorescence readout (AID 620). HT1080 viability, fluorescence; higher % means a stronger effect. one-dose cytotoxicity, % at 10 µM; EC50 in µM for titrated hits. hit rate 0.42% among 87,000;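 also: cells exposed to compound overnight then 4 h with Alamar Blue; 0% = vehicle DMSO and 100% = killing control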
# PMK inhibit pilot replicates: second read-out of PMK inhibit, no call of its own (marks repeat the call); inhibition, %; measured here: pilot screen replicates
# MK inhibit pilot replicates: further read-out of MK inhibit, marked with its call; inhibition, %; measured here: pilot screen replicates
# DPM-DC inhibit pilot screen %: also measured in DPM-DC inhibit; calls as there; inhibition, %; measured here: pilot screen trials
# Numbers without * were called inactive; i = inactive; / = no result given; + = active, no number. Rule as the data show it, unless noted: active = cytotoxicity above about 50%; inactive = the rest.
SMILES,KRASV12 cytotoxicity,LYP inhibition,MK inhibit,HPDE-C7 cytotoxicity,PMK inhibit,Alkaline phosphatase,DPM-DC inhibit,Bfl-1 inhibitors,HT1080 viability,others
COCCNC(=O)c1ccccc1-c1ccccc1C(=O)O,7.4%,13.5%,0.0,6.3%,7.0,7.0%,i,-0.5%,0.2%,
CCC(Sc1nccn1C)C(=O)Nc1cccc2ccccc12 (stereo not given),1.4%,0.2%,1.0,-6.2%,41.0*,10.6%,i,-0.4%,-1.4%,
CC(C)N1CCc2c(sc(NC(=O)c3ccc(S(=O)(=O)N4CCOCC4)cc3)c2C(N)=O)C1,3.8%,/,1.0,-0.8%,10.0,6.7%,i,-9.6%,2.1%,
O=C(O)c1ccc(Cl)c(NC(=O)C2CCCN2S(=O)(=O)c2cccc3nsnc23)c1 (stereo not given),/,/,9.0,/,9.0,/,i,/,-1.2%,
CC(C)C(=O)N(Cc1cc2ccccc2[nH]c1=O)C(C)(C)C,-12.2%,9.7%,8.0,-14.2%,5.0,8.7%,i,-12.3%,4.6%,
O=S(=O)(Nc1ccc2nc(-c3ccco3)[nH]c2c1)c1ccccc1,9.0%,0.7%,0.0,12.1%,9.0,2.6%,i,-7.5%,45.1%,
Cc1cccc(C)c1NC(=O)C(c1cccs1)N(Cc1ccco1)C(=O)Cn1nnc2ccccc21 (stereo not given),-26.9%,/,0.0,-8.1%,6.0,2.8%,i,7.8%,-30.0%,
CCSC1=C(C#N)C(c2ccccc2C)CC(=O)N1 (stereo not given),-23.8%,-9.3%,5.0,-25.6%,5.0,3.6%,i,-6.3%,3.6%,
O=C(Nc1nc(-c2ccccc2)cs1)C1CCCN(S(=O)(=O)c2ccccc2)C1 (stereo not given),20.0%,7.2%,0.0,14.9%,17.0,5.5%,i,-9.6%,5.2%,
CN1C(=O)C2(C(C#N)=C(N)Oc3c2oc(CO)cc3=O)c2ccccc21 (stereo not given),-6.9%,6.3%,0.0,-13.7%,0.0,-4.6%,i,0.5%,0.6%,
Cc1nc2ccc(NC(=O)N3CCSCC3)cc2nc1C,-1.7%,-8.8%,5.0,1.9%,0.0,3.6%,/,-6.9%,5.1%,
Cc1nn(C)c(C)c1NC(=O)CN1CCC(O)(c2ccc3c(c2)OCO3)CC1,1.1%,/,1.0,4.9%,10.0,3.7%,i,3.2%,7.8%,
COc1ccc(CCN2C(=O)CC(N3CCOCC3)C2=O)cc1 (stereo not given),-9.0%,0.5%,0.0,2.0%,15.0,11.3%,i,-5.7%,7.1%,PMK inhibit pilot replicates=0.5;MK inhibit pilot replicates=0.0;DPM-DC inhibit pilot screen %=0.0
O=C(NCCCn1ccnc1)Nc1ccc(Cl)cc1,-9.9%,/,0.0,-8.2%,6.0,18.2%,i,7.1%,/,
Cc1ccccc1Nc1ncnc2c1cnn2-c1ccccc1,5.0%,5.0%,0.0,27.7%,3.0,7.7%,i,-10.8%,-3.2%,
CCC(=O)c1cc(-c2nc3ccccc3n2C)n(C)c1,1.8%,0.0%,0.0,3.3%,0.0,10.4%,i,-2.7%,10.1%,
COCCN1C(=O)C(CC(=O)Nc2ccc(C(C)=O)cc2)SC1=Nc1ccccc1 (stereo not given),-17.4%,/,0.0,-21.3%,21.0,-2.0%,i,-0.7%,0.3%,
COc1cccc(C(=O)Nc2ncc3c(n2)CC(c2ccc(OC)cc2OC)CC3=O)c1 (stereo not given),13.7%,17.2%,11.0,14.6%,10.0,15.6%,i,-4.8%,36.8%,
O=C1CCC(C(=O)O)(c2ccccc2)C1 (stereo not given),-2.4%,-5.8%,12.0,-0.7%,22.0,3.0%,i,-0.7%,-6.8%,
O=c1/c(=C\c2cccnc2)sc2nc3ccccc3n12,-13.6%,-2.4%,7.0,-5.1%,10.0,7.9%,i,-0.8%,/,

# Retrieved by compound from above, 4 records:
SMILES,KRASV12 cytotoxicity,LYP inhibition,MK inhibit,HPDE-C7 cytotoxicity,PMK inhibit,Alkaline phosphatase,DPM-DC inhibit,Bfl-1 inhibitors,HT1080 viability,others
Cc1ccccc1Nc1ncnc2c1cnn2-c1ccccc1,5.0%,5.0%,0.0,27.7%,3.0,7.7%,i,-10.8%,-3.2%,
O=S(=O)(Nc1ccc2nc(-c3ccco3)[nH]c2c1)c1ccccc1,9.0%,0.7%,0.0,12.1%,9.0,2.6%,i,-7.5%,45.1%,
CC(C)C(=O)N(Cc1cc2ccccc2[nH]c1=O)C(C)(C)C,-12.2%,9.7%,8.0,-14.2%,5.0,8.7%,i,-12.3%,4.6%,
CCC(Sc1nccn1C)C(=O)Nc1cccc2ccccc12 (stereo not given),1.4%,0.2%,1.0,-6.2%,41.0*,10.6%,i,-0.4%,-1.4%,

# (more compounds)
SMILES,KRASV12 cytotoxicity,LYP inhibition,MK inhibit,HPDE-C7 cytotoxicity,PMK inhibit,Alkaline phosphatase,DPM-DC inhibit,Bfl-1 inhibitors,HT1080 viability,others
Cc1ccc(-n2c(Cc3cccn3C)nnc2SCC(=O)N2CCN(c3ccccc3)CC2)cc1,4.1%,/,5.0,6.5%,7.0,8.5%,i,-5.9%,-4.1%,
CC(OC(=O)CCCN1C(=O)c2ccccc2C1=O)C(=O)Nc1ncc(Cl)cc1Cl (stereo not given),-19.6%,9.4%,0.0,-8.3%,13.0,0.1%,i,-3.1%,1.2%,
C/C(O)=C(/C#N)c1nc2ccccc2[nH]1,0.2%,-4.4%,5.0,-2.5%,10.0,4.2%,i,-3.0%,-2.2%,
Cc1sc2nc(NCCO)[nH]c(=O)c2c1C,6.7%,2.0%,6.0,1.9%,0.0,16.6%,i,-13.5%,7.3%,
CCOC(=O)c1sc(NC(=O)CSc2nnnn2-c2ccc(C)cc2C)nc1C,-14.7%,7.5%,7.0,-28.8%,7.0,10.8%,i,-5.5%,2.0%,
Cc1ccc(NC(=O)NC(=O)CN2C(=O)NC3(CCc4ccccc43)C2=O)c(C)c1 (stereo not given),-7.9%,/,0.0,-4.3%,10.0,6.0%,i,5.9%,-12.4%,
O=C(Cc1ccc(-n2cccc2)cc1)NC1CCCCC1,-20.1%,-5.9%,6.0,-5.0%,10.0,0.4%,i,-8.0%,-3.1%,
CCC(c1nnnn1Cc1ccco1)N1CCC(C(N)=O)CC1 (stereo not given),-31.5%,8.5%,7.0,-11.2%,4.0,9.1%,i,-5.0%,-6.9%,
COC(=O)Cc1c(C)nc2nc(-c3ccco3)[nH]n2c1=O,1.2%,6.8%,8.0,-0.8%,0.0,6.6%,i,-2.9%,1.3%,PMK inhibit pilot replicates=0.0;MK inhibit pilot replicates=2.0;DPM-DC inhibit pilot screen %=0.0
CCC(=O)Nc1c2c(nn1-c1ccc(OC)cc1)CS(=O)C2 (stereo not given),14.3%,-11.0%,2.0,0.7%,2.0,-0.8%,i,-4.9%,/,
O=C(Nc1ccc(F)cc1F)N1CCN(C/C=C/c2ccccc2)CC1,-1.2%,11.0%,3.0,-6.6%,0.0,6.4%,i,-3.7%,-8.0%,
CN(C(=O)c1cccc(C#N)c1)c1nnc(-c2ccncc2)s1,-8.2%,/,0.0,0.4%,13.0,-0.9%,i,2.8%,-0.9%,
CC(=O)Nc1c(Cl)n(C(C)=O)c2ccccc12,-6.8%,8.4%,7.0,-6.6%,0.0,18.9%,i,-0.4%,4.2%,PMK inhibit pilot replicates=3.5;MK inhibit pilot replicates=3.0;DPM-DC inhibit pilot screen %=6.0
O=C(CSc1nn(-c2ccc(Cl)cc2)c(=S)s1)N1CCN(C(=O)c2ccco2)CC1,9.6%,/,7.0,3.3%,0.0,7.4%,i,-0.9%,-5.3%,
Cc1nc(-c2ccc(NS(C)(=O)=O)cc2)cs1,2.3%,-2.2%,5.0,8.8%,0.0,7.4%,i,-3.0%,/,
Cc1ccc2c(CNCc3ccco3)cc(=O)oc2c1,0.5%,4.9%,1.0,-6.3%,0.0,11.7%,i,-2.9%,17.8%,PMK inhibit pilot replicates=3.5;MK inhibit pilot replicates=9.0;DPM-DC inhibit pilot screen %=3.0
C=CCN1CCN(C(CC(C)C)c2nnnn2CCOC)CC1 (stereo not given),10.1%,41.7%,8.0,-5.0%,2.0,1.5%,i,-2.0%,8.2%,
COC(=O)COc1cccc(-n2cnnn2)c1,-28.8%,-5.1%,4.0,-7.1%,12.0,-2.5%,i,5.5%,-8.2%,
COC(=O)c1cn(-c2ccccc2)nc1C(=O)OC,3.8%,8.3%,2.0,-18.4%,19.0*,6.1%,i,-3.5%,/,PMK inhibit pilot replicates=12.5*;MK inhibit pilot replicates=1.5;DPM-DC inhibit pilot screen %=0.0
CCOc1ccc(-c2nc(=S)[nH][nH]2)cc1,1.2%,/,8.0,-5.5%,8.0,7.2%,i,-5.6%,-4.7%,
CC(NC(=O)NCC1CCCO1)(C(F)(F)F)C(F)(F)F (stereo not given),-11.1%,3.3%,10.0,-16.0%,1.0,-4.0%,i,2.7%,0.0%,
Cc1nnsc1NC(=O)OCC(C)C,0.0%,0.4%,13.0,0.7%,9.0,15.1%,i,-5.2%,0.9%,
CN(c1ccc(O)cc1)c1nc(-c2ccccc2)cs1,4.5%,-6.7%,2.0,8.0%,0.0,17.9%,i,-6.4%,/,
COc1cccc(C2=NOC(C(=O)NCc3ccccc3)C2)c1 (stereo not given),43.2%,-12.5%,5.0,61.7%*,10.0,10.6%,i,-5.1%,1.1%,
c1ccc(CN2C3=NCCCN3c3ccccc32)cc1,-6.4%,-1.1%,10.0,-2.6%,10.0,25.2%,i,-2.5%,-3.6%,PMK inhibit pilot replicates=4.0;MK inhibit pilot replicates=0.5;DPM-DC inhibit pilot screen %=0.5
Cc1ccc(C)c(-n2c(SCC(N)=O)nnc2-c2ccccn2)c1,-1.6%,/,10.0,-1.6%,1.0,3.4%,i,-7.2%,-1.2%,
CCNc1nc(NC(C)C)nc(NS(=O)(=O)c2ccc(Cl)cc2)n1,0.6%,3.9%,6.0,-4.5%,0.0,-4.3%,i,3.3%,-8.8%,
Cc1coc(C)c1C(=O)CC1(O)C(=O)N(CCc2ccccc2)c2ccccc21 (stereo not given),-10.1%,3.3%,9.0,-7.6%,0.0,11.2%,i,2.0%,-13.1%,
c1ccc2c(c1)nnn2Cc1nnc2sc(-c3ccc4c(c3)OCCO4)nn12,9.7%,12.3%,10.0,2.7%,11.0,0.5%,+,-1.0%,-1.5%,
COc1ccc(CNC(=O)CSc2ncnc3nc[nH]c23)cc1,-6.5%,0.3%,6.0,-6.7%,11.0,12.1%,i,1.0%,23.9%,
CCOc1ccc(OCC)c(NC(=O)CN2CCN(c3cccc(C)c3)CC2)c1,3.2%,5.2%,71.0*,1.2%,0.0,9.0%,i,-0.7%,0.3%,
COc1ccc(C(=O)OCCN2CCOCC2)cc1OC,-1.7%,/,7.0,4.0%,9.0,7.6%,i,3.7%,1.6%,
CCCn1c(=O)c(C(=O)NCc2cccnc2)c(O)c2ccccc21,-1.5%,1.0%,4.0,1.0%,0.0,9.4%,i,-7.2%,1.5%,
